# IL-1B inflam inh – qHTS for Inhibitors of Inflammasome Signaling: IL-1-beta AlphaLISA Primary Screen | THP-1 LPS/ATP IL-1B secretion, AlphaLISA, 16 h; active compounds read low | activity change, % at 57.5 µM | 4.7% of 360,000 active | AID 743279, 2014; in the data active means activity change below about -50%; inconclusive means mostly about -30% to -49%; further: on the % scale 0 is the no-effect control and ±100 the full control effect
#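 THP-1 cells pretreated 1 hr with compounds (up to 57.5 uM final), then stimulated with LPS (250 ng/mL final) plus ATP (1.25 mM final); secreted IL-1B measured by AlphaLISA after 16 hr, decreased signal indicating inhibition.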
# KB-3-1 cytotox – qHTS assay for MDR1-selective chemotherapeutics: Primary screen using the parental adenocarcinoma cell KB-3-1; KB-3-1 viability, CellTiter-Glo ATP luminescence, 72 h; Potency, µM (highest dose often 46.1 µM), inactives show top-dose activity change, negative = cytotoxic, usual class: cytotoxic; 1.4% of 400,000 active; AID 1347075, 2019; further: potency means the concentration at half of the fitted maximal effect; on the % scale 0 is the no-effect control and ±100 the full control effect; nearly all actives have a fitted effect of over 60% in size
#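 Multi-concentration cytotoxicity screen in KB-3-1 cells grown in DMEM lacking phenol red with 10% FBS. After 72 h at 37 °C with compound, ATP-dependent luminescence was recorded.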
# HT1080 IDH1KD tx – qHTS for induction of synthetic lethality in tumor cells producing 2HG: qHTS for the HT-1080-IDH1KD cell line; 2% of 360,000 active; HT-1080 IDH1 knockdown viability, ATP luminescence, 48 h; AID 686971, 2013; Potency, µM (doses to about 46.1 µM), for the others: at the highest dose activity, negative = toxicity, usual class: cytotoxic;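 further: potency means the concentration at half of the fitted maximal effect; 0% = DMSO wells and -100% = cell-free medium wells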
#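 Luminescent ATP read-out (CellTiter-Glo, 10 min at room temperature) after 48 h compound exposure at 37 °C gave viability of IDH1-knockdown HT-1080 cells. Activity was normalised to DMSO and cell-free wells, then fitted as concentration-response curves.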
# SW480 rereplic – A quantitative high throughput screen for small molecules that induce DNA re-replication in SW480 colon adenocarcinoma cells; SW480 DNA re-replication, Hoechst DNA content imaging, 48 h; Potency, µM (highest dose often 46.1 µM), without a hit: top-dose re-replication activation, most hits filed as activators; 1.8% of 340,000 active; AID 624297, 2012; further: potency means the concentration at half of the fitted maximal effect; % of control where 0% means no effect; nearly all actives have a fitted effect of over 55% in size
#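 250 cells/well; 23 nL cpd via pin tool; 48 hr, 37 C, 5% CO2; Hoechst 40 min; imager read of total nuclear intensity, ex 405/em 500-530 nm.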
# DRD3 antagonist – qHTS of D3 Dopamine Receptor Antagonist: qHTS; AID 652054, 2013; D3R cells, DiscoveRx beta-arrestin luminescence, antagonist mode; active compounds read low; 2.5% of 360,000 active; max response, negative = inhibition, %; in the data active means max response below about -50%; inconclusive means no clear call, values can overlap the other calls; further: on the % scale 0 is the no-effect control and ±100 the full control effect; mostly tested at two doses, the higher about 12 µM
# Target sequence (P35462 whole entry, looked up): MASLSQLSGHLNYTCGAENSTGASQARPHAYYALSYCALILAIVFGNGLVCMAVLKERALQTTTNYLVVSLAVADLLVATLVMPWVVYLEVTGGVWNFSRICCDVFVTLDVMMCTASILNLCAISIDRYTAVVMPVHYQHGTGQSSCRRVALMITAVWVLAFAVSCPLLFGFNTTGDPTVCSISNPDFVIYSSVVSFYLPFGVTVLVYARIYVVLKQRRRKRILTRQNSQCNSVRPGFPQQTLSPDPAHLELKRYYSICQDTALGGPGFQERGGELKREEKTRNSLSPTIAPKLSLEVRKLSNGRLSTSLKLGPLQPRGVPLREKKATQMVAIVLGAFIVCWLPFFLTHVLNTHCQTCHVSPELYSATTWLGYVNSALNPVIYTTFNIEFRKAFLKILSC
#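 Cells plated overnight at 1500 cells/well, then exposed to library compounds with dopamine controls for 90 minutes at 37 degrees C. DiscoveRx reagent added for 30–60 minutes at room temperature; luminescence read, quantitative HTS format.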
# KB-V1 MDR tox – qHTS assay for MDR1-selective chemotherapeutics: Primary screen using the drug-selected MDR subline cells KB-V1 | KB-V1 MDR cells viability, CellTiter-Glo, 72 h | Potency, µM (series often up to 46.1 µM), without a hit: at the top dose activity change, negative = cytotoxicity, usual class: cytotoxic | 3.4% of 400,000 active | AID 1347076, 2019; further: potency means the concentration at half of the fitted maximal effect; on the % scale 0 is the no-effect control and ±100 the full control effect; nearly all actives have a fitted effect of over 60% in size
#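 Following 72 h at 37 degrees C with compound, KB-V1 cell viability was read by CellTiter-Glo luminescence, medium being phenol-red-free DMEM plus 10% FBS; concentration-response parameters came from normalized, curve-fitted qHTS data.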
# HT1080-NT tox – qHTS for induction of synthetic lethality in tumor cells producing 2HG: qHTS for the HT-1080-NT fibrosarcoma cell line; 1.6% of 360,000 active; Potency, µM (highest dose often 46.1 µM), without a hit: top-dose activity, negative = less viability, usual class: cytotoxic; HT-1080-NT fibrosarcoma viability, CellTiter-Glo ATP luminescence, 48 h;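 further: NT is the 2HG producing partner of a matched IDH1 knockdown line; potency means the concentration at half of the fitted maximal effect; 0% = DMSO-treated cells and -100% = media-only wells without cells; nearly all actives have a fitted effect of over 55% in size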
#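 Toxicity toward the 2HG-producing NT line was scored as %Activity, normalised to DMSO and no-cell wells, from CellTiter-Glo luminescence after 48 hours' treatment.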
# GLP1R ag – qHTS of GLP-1 Receptor Agonists | Glucagon-like peptide 1 receptor (Homo sapiens), P43220 | HEK293 GLP-1R CRE-luciferase, luminescence, 4-6 h; cells express a hypersensitive GLP-1R form | Potency, µM (doses to about 45.6 µM), for the others: at the highest dose activation, most hits filed as activators | 0.007% of 380,000 active | AID 624172, 2012; further: potency means the concentration at half of the fitted maximal effect; % of control where 0% means no effect
# Target sequence (P43220 whole entry, looked up): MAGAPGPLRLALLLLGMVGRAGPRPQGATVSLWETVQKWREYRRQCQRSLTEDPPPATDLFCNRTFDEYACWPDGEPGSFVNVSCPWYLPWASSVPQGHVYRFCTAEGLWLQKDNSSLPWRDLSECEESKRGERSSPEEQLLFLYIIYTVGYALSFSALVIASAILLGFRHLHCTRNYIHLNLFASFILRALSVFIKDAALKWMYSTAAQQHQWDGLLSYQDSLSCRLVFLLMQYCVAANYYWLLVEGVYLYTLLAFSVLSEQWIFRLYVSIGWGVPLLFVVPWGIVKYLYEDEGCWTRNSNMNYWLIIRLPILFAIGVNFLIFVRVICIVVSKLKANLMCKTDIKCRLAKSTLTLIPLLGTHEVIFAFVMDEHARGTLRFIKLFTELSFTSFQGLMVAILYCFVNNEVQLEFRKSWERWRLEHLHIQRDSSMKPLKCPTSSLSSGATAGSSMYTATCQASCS
# DRD3 agonist – qHTS of D3 Dopamine Receptor Agonist: qHTS | 0.58% of 410,000 active | D3R DiscoveRx beta-arrestin cells, luminescence, 90 min | max activation, % | AID 652048, 2013; in the data active means max activation above about 30%; further: 0% is about no effect; mostly tested at two doses, the higher about 12 µM
#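 Agonist mode: compounds and dopamine controls were applied to plated cells for 90 min at 37 degrees C after an overnight attachment at 1500 cells/well. Luminescent read-out followed 30 - 60 minutes at room temperature with DiscoveRx detection reagent.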
# The depositor's hits bear a star; ? = inconclusive; · = no result given; & = joins results of further samples; [ ] = remark or other dose. Unless noted, the call rests on the fitted dose curve; in most records, active means well fitted curve in the direction sought with a large enough effect; inconclusive means small, poorly fitted or top-dose-only effect, or another doubt; inactive means no such curve, though single readings can be large; an effect the other way counts as inactive or inconclusive.
# The line under a structure holds: IL-1B inflam inh	KB-3-1 cytotox	HT1080 IDH1KD tx	SW480 rereplic	DRD3 antagonist	KB-V1 MDR tox	HT1080-NT tox	GLP1R ag	DRD3 agonist
N#C/C(=C\c1c(N2CCOCC2)nc2ccccn2c1=O)C(=O)NC1CCS(=O)(=O)C1 (stereo not given)
  -17	-8%	?	?	-7	12%	-4%	0%	-9
Cc1ccccc1-c1nnc(SCC(=O)N2CCCC2)o1
  -4	5%	12%	-7%	4	-15%	19%	4%	4
COC(=O)Cn1cnc2c(nnn2-c2ccc(C)cc2)c1=O
  -21	7%	3%	-7%	-13	-1%	14%	-18%	7
Clc1ncc(Cn2cccn2)s1
  -7	13%	0%	-8%	4	7%	12%	0%	4
CC(=O)Nc1cc(C(=O)N2CCc3ccccc3C2)ccc1Sc1ccc(Cl)cc1
  -11	9%	-19%	8%	11	1%	-12%	3%	0
COc1cc(C(C(=O)NC(C)(C)C)N(Cc2ccc3c(c2)OCO3)C(=O)c2cnccn2)cc(OC)c1OC (stereo not given)
  ?	-10%	10%	-8%	6	-17%	9%	-3%	-8
C/C(=N\Nc1nc(C)cc(C)n1)c1ccc(C)o1
  -2	1%	6%	-11%	2	3%	11%	1%	1
O=C(Nc1cc(S(=O)(=O)N2CCOCC2)ccc1N1CCCC1)c1ccccc1F
  -4	29%	13%	·	-2	15%	7%	-1%	2
Cc1ccc(C(C)C)c(OC(=O)/C=C/c2ccccc2)c1
  5	1%	?	-1%	-1	0%	6%	1%	-2
O=C(CN1CC(c2ccccc2)CC1=O)Nc1ccc2c(c1)OCO2 (stereo not given)
  -15	5%	-3%	2%	3	12%	12%	-2%	0
COc1ccc(C)cc1N1CC(C(=O)Nc2cccc(C(=O)NC3CC3)c2)CC1=O (stereo not given)
  -2	7%	11%	·	-4	?	1%	0%	-5
Cc1cc(NC(=O)CCN2CC(C)OC(C)C2)ccc1Br (stereo not given)
  -4	3%	-15%	6%	-8	-5%	-9%	3%	-9
CCCNC(=O)C(Cc1ccccc1C)NC(=O)c1ccc(C#N)cc1 (stereo not given)
  -5	-1%	0%	-5%	-1	1%	8%	5%	-8
COc1cc2c3nc4n(c(=O)c3n(CC(=O)NCC3CCCO3)c2cc1OC)CCS4 (stereo not given)
  26	9%	20%	5%	8	5%	14%	12%	7
C=CC[C@H](CC(=O)NCCO)C(=O)N[C@H](COC(=O)[C@@H](CC=C)CC(=O)OC(C)(C)C)Cc1ccccc1
  8	8%	-5%	-9%	-18	13%	-1%	14%	21
N#C/C(=N\Nc1ccccc1)C(=N)N1CCOCC1
  0	8%	15%	-6%	-26	-5%	16%	1%	8
CCn1c2ccc(F)cc2c2nnc(SCCN3CCCCC3)nc21
  ?	-21%&-5%	-9%	8%	-16	-8%&-14%	-17%	31%	-9&-17
CCN(CC(=O)NCc1cccs1)C(=O)/C=C/c1cc(OC)ccc1OC
  -12	4%	-2%	4%	-12	5%	0%	-4%	-4
O=C(c1cccc2c1-c1ccccc1C2)N1CCCCC1
  -6	-2%	-5%	-101%[inhibitor]	-16	-12%	-15%	8%	-6
CCn1c(SCC(=O)c2c[nH]c3ccccc23)nc2cc(S(=O)(=O)N3CCOCC3)ccc21
  -6	14%	-1%	1%	0	0%	-3%	0%	4
CCCOc1ccc(F)cc1-c1cc(C(=O)NCCOC)[nH]n1
  -1	0%	25%	·	?	-9%	?	5%	1
CCOc1ccccc1NC(=O)c1nnn(CC(=O)Nc2ccc3c(c2)OCO3)c1N
  -8	?	-9%	-21%	12	?	1%	0%	5
Cc1cc(/C=C2/NC(=O)N(Cc3ccccc3F)C2=O)c(C)n1-c1ccccn1
  19	11%	-16%	0.82µM*	-5	?	-12%	7%	-6
COc1cc(OC)cc(-c2nc3nc(C)c(CCC(=O)Nc4ccc(Cl)cc4)c(C)n3n2)c1
  ·	-10%	·	·	·	-20%	·	-3%	-14
CN(CC(=O)Nc1ncn[nH]1)S(=O)(=O)c1cc(Cl)ccc1Cl
  23	4%	0%	-3%	-1	-4%	2%	-9%	1
CN(C)c1cccc(C(=O)OCc2cc(=O)oc3cc(O)ccc23)c1
  32	?	6%	?	2	-3%	-8%	9%	1
COc1cc2c(cc1OC)-c1cc(=Nc3c(C)cc(C)cc3C)n(C)c(=O)n1CC2
  ·	0%	·	18%	·	-14%	·	4%	3
O=C(Nc1ccc(OCC(F)(F)C(F)F)c(C(F)(F)F)c1)c1ccccc1
  ?	-1%	?	-4%	0	?	?	0%	-3
Cc1ccc(S(=O)(=O)N2CCOCC2)cc1C(=O)OC1CCCCC1=O (stereo not given)
  8	11%	17%	-8%	20	?	11%	0%	14
COc1ccc(NS(=O)(=O)c2cccc(C(=O)N(C)Cc3ccc(SC)cc3)c2)cc1
  -1	-16%	-7%	8%	3	-20%	0%	0%	-7

# A draw from above in order of formula weight, descending:
# The line under a structure holds: IL-1B inflam inh	KB-3-1 cytotox	HT1080 IDH1KD tx	SW480 rereplic	DRD3 antagonist	KB-V1 MDR tox	HT1080-NT tox	GLP1R ag	DRD3 agonist
COc1ccc(NS(=O)(=O)c2cccc(C(=O)N(C)Cc3ccc(SC)cc3)c2)cc1
  -1	-16%	-7%	8%	3	-20%	0%	0%	-7
CCOc1ccccc1NC(=O)c1nnn(CC(=O)Nc2ccc3c(c2)OCO3)c1N
  -8	?	-9%	-21%	12	?	1%	0%	5
COc1cc2c(cc1OC)-c1cc(=Nc3c(C)cc(C)cc3C)n(C)c(=O)n1CC2
  ·	0%	·	18%	·	-14%	·	4%	3
Cc1cc(/C=C2/NC(=O)N(Cc3ccccc3F)C2=O)c(C)n1-c1ccccn1
  19	11%	-16%	0.82µM*	-5	?	-12%	7%	-6
CN(C)c1cccc(C(=O)OCc2cc(=O)oc3cc(O)ccc23)c1
  32	?	6%	?	2	-3%	-8%	9%	1

# (next part)
compound	IL-1B inflam inh	KB-3-1 cytotox	HT1080 IDH1KD tx	SW480 rereplic	DRD3 antagonist	KB-V1 MDR tox	HT1080-NT tox	GLP1R ag	DRD3 agonist
CC(=O)/C=C(\C)N=Nc1c(O)[nH]c2ccccc12	-7	-8%	-15%	-8%	-9	-20%	-18%	28%	4
CCOC(=O)C1CCN(c2ccc([N+](=O)[O-])cc2)CC1	-4	-11%	-1%	-11%	15	9%	0%	8%	-2
CC(C(=O)Nc1cc(C(F)(F)F)ccc1N1CCOCC1)N1C(=O)C2CC=CCC2C1=O (stereo not given)	9	23%	-8%	2%	38	17%	12%	0%	0
O=C(NC1CC1)C1=C[C@H](c2ccccc2)C[C@H](OCc2ccc(CO)cc2)O1	-24	-13%	-4%	6%	0	-8%	3%	1%	-26
S=c1[nH]cc2cnccn12	11	0%	1%	·	-3	?	2%	-6%	-5
Oc1cccc(Nc2ncnc3sc4c(c23)CCCC4)c1	·	4%	·	·	·	5%	·	10%	-5
N#Cc1cc(Oc2ccc(Cl)cc2)c(N2CCOCC2)cc1C#N	-7	-3%	-14%	-22%	-10	-5%	-1%	?	-3
COc1ccc(NC(=O)CSc2nncn2C)cc1OC	15	5%	7%	14%	21	4%	10%	-5%	4
O=C(NNc1cc(N2CCOCC2)nc(N2CCOCC2)n1)C12CC3CC(CC(C3)C1)C2	10	13%	-1%	-49%[inhibitor]	7	?	4%	0%	2
COc1ccc(C(CNC(=O)c2cc3c(s2)CCCC3)N2CCOCC2)cc1 (stereo not given)	9	14%	2%	2%	-51*	-13%	2%	3%	-23
Cc1ccsc1S(=O)(=O)N1CCC(CO)(CC2CCCCO2)CC1 (stereo not given)	-1	-11%	6%	0%	5	?	7%	6%	1
CNc1nnc(SCC(=O)N2c3ccccc3NC(=O)CC2C)s1 (stereo not given)	-5	22%	1%	-15%	-7	-3%	9%	3%	5
CC(C)c1nnc(NC(=O)C2CCN(c3cnccn3)CC2)s1	11	-7%	-1%	-1%	-9	23µM*	0%	0%	-4
COc1ccccc1/C=N/NC(=O)c1ccc(N(C)S(=O)(=O)c2ccccc2)cc1	5	1%	-2%	-80%[inhibitor]	-1	-5%	0%	-2%	-3
O=S(=O)(Nc1ccon1)c1ccc(Br)cc1	-15	8%	17%	?	20	0%	14%	-3%	17
CCc1cc2ccc(OC)cc2nc1SCC(=O)NNC(C)=O	10	11%	1%	-2%	0	-18%	14%	5%	-1
COCc1cc(C)n(CC(=O)Nc2ccccc2C(=O)OC)c(=O)c1C#N	28	24%	13%	5%	20	-19%	14%	0%	-1
C=CCN1C(=O)C(CC(=O)O)SC1=Nc1ccc(C(=O)O)cc1 (stereo not given)	12	-1%	-4%	-3%	13	-6%	1%	-1%	-3
